# Autophagy mod = autophagy modulators in MEF cells, primary screen, imaging, high-content, MEF GFP-LC3; MEF GFP-LC3 puncta imaging; test concentration mostly 10 µM; 0.98% of 190,000 active; calls only at 10 µM (by protocol);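 active means percentage of spot-positive cells more than 3 SD above its plate mean, without a fluorescence outlier flag or 80% toxicity; inconclusive means no clear call, values can overlap the other calls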;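 further: spot-positive cell cutoff set from DMSO-treated cells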
# MT stabilize HCS = microtubule stabilizers in HeLa cells, primary screen, imaging, high-content imaging; HeLa tubulin immunostaining HCS, 24 h; share of cells brighter than vehicle mean+2SD; % tubulin-high responders, % at 10 µM; 0.83% of 200,000 active; AID 2205, 2009;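 active means plate Z-score above 3 for both tubulin-high and condensed-nucleus cell shares, with cell loss under 80%, at 10 µM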;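 further: anti alpha tubulin signal scored within the nucleus-defined area of each cell; some results filed as inactive read as strong as hits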
# Insulin prom up = insulin promoter activators in MIN6 cells, imaging, high-content screening, mouse beta cells | MIN6 insulin promoter-GFP reporter; active compounds read high | z-score at 5 µM | 0.3% of 190,000 active | AID 1625, 2009;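 active means z-score above 3 at 5 µM with at least 500 cells counted in the well; inconclusive means wells under 500 cells, flagged as cytotoxic or low count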
# PMI inhibition = human PMI inhibitors, high substrate, primary screen, biochemical, fluorescence intensity, high mannose 6-phosphate (AID 1220). inhibition, % at 20 µM, or IC50 in µM where a hit was titrated. 0.66% of 190,000 active. recombinant PMI enzyme, coupled fluorescence intensity; higher % means a stronger effect
# TNAP activators = human TNAP enzyme activators, primary screen, biochemical, luminescent, no phosphate acceptor, uHTS (AID 1001) | activation fold at 20 µM; hits with a dose series show EC50 in µM | purified TNAP, luminescent activation assay, no phosphate acceptor; higher activation fold means a stronger effect | 0.03% of 200,000 active; in the data active means activation fold from about 3, or a potency from the dose series; inactive means the rest, 99 in 100 with activation fold below about 1.6; further: many of its hits are not listed in these tables
# Lipid droplet = inhibitors of hepatocyte lipid droplet formation, primary screen, imaging, high-throughput imaging, BODIPY stain | AML12 mouse hepatocytes, oleate lipid droplets | inhibition, % at 6.5 µM | 0.4% of 240,000 active | AID 1656, 2009;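 active means lipid droplet intensity inhibited by at least 50%, with more than 500 cells counted; inconclusive means wells with under 300 cells, treated as cytotoxic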
#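 Material: mouse AML12 hepatocyte cell line, fixed after treatment; Timing: compound with oleate, overnight; Technique: high-content imaging of BODIPY-stained droplets and DAPI nuclei; Probe or stimulus: oleate, 100 µM final; Dosing: compound at 6.5 µM only.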
# T cell HTS = modulators of CD8 T cell-vesicle binding, primary screen, mouse 2C CD8+ T cells, flow cytometry. 0.068% of 330,000 active. calls only at 7 µM. 2C CD8+ T cell-vesicle binding; active compounds read low;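 active means response, share of CD8 T cells binding vesicles, and their 90th percentile fluorescence all below set limits, cut at about 80% in these data, passing the limit was not always enough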
#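 material = purified 2C TCR transgenic mouse naive CD8+ T cells | controls = Unloaded micro-vesicles (low), QL9 vesicles with 0.7% DMSO (high) | detection = cytometric PE anti-B7-1 and Alexa647 anti-CD8 signals after 1% paraformaldehyde fixation | incubation = binding step 1.5 h, 37 °C, antibody labelling 20 min, ice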
# b-catenin transl = modulators of beta-catenin nuclear translocation, primary screen, imaging, HeLa cells, immunofluorescence, high-content; nuclear translocation activity, % at 5 µM; 0.3% of 190,000 active; AID 1665, 2009;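 active means nuclear translocation activity above 50% at 5 µM, with a well cell count of 50 or more; inconclusive means wells under 50 cells across six images, flagged as toxic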;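 further: per-cell ratio of nuclear to cytoplasmic median beta-catenin stain intensity; plate controls were DMSO negative control for no effect and GSK-3 inhibitor IX positive control for full effect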
#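 Test system: human HeLa cell line; Doses: 5 µM primary, 0.02–20 µM confirmation; Incubation: 24 h compound exposure, 37°C; Detection: beta-catenin immunofluorescence imaging with DAPI; Read-out: beta-catenin nuclear/cytoplasmic ratio, % activation.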
# human PMI inhibition = inhibitors of human PMI, primary screen, biochemical, fluorescence intensity, coupled assay (AID 1209). purified PMI enzyme, coupled fluorescence intensity; higher % means a stronger effect. 0.42% of 190,000 active. inhibition, % at 20 µM, or IC50 in µM where a hit was titrated. Mannose-6-phosphate isomerase (Homo sapiens);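 further: plate controls were DMSO vehicle for no effect and wells lacking substrate for full effect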
# Insulin prom up cell count = recorded beside Insulin prom up, whose call it bears; cell count; measured here: cytotoxicity, nuclei count;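 total cells summed across four imaged fields per well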
# Lipid droplet cells 6.5 µM = also measured in Lipid droplet; calls as there; cell count; measured here: cell count, cytotoxicity flag;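 cells counted across two imaged fields per well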
# b-catenin transl cell count 5 µM = further read-out of b-catenin transl, marked with its call; cell count; measured here: cell count, cytotoxicity flag
# T cell HTS vesicle-bound % = further read-out of T cell HTS, marked with its call; double positive events, %; measured here: CD8+ vesicle-bound cell fraction;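 binding gate set so that unloaded-vesicle control wells show 10% double positive cells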
# MT stabilize HCS Hoechst-high % = recorded beside MT stabilize HCS, whose call it bears; % Hoechst-high responders; measured here: nuclear condensation Hoechst responders;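 share of cells brighter than vehicle mean plus two SD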
# MT stabilize HCS cytotoxicity % = also measured in MT stabilize HCS; calls as there; toxicity, %; measured here: cytotoxicity by cell density;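 0% = mean cell density of plate MIN control wells and 100% = no cells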
# Autophagy mod cell loss 18 h = recorded beside Autophagy mod, whose call it bears; toxicity, %; measured here: cell loss, nuclei count;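 cell loss after 18 h compound exposure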
# Starred values were filed as active, the others as inactive; i = inactive; ? = inconclusive; . = not tested or not shown. Unless noted, no stated cut-off is given here; in the data, active means inhibition above about 50%; inactive means the rest.
structure	Autophagy mod	Autophagy mod cell loss 18 h	MT stabilize HCS	MT stabilize HCS Hoechst-high %	MT stabilize HCS cytotoxicity %	Insulin prom up	Insulin prom up cell count	PMI inhibition	TNAP activators	Lipid droplet	Lipid droplet cells 6.5 µM	T cell HTS	T cell HTS vesicle-bound %	b-catenin transl	b-catenin transl cell count 5 µM	human PMI inhibition
O=C(Nc1ccc(C2=NCCN2)cc1)c1ccc(C(=O)Nc2ccc(C3=NCCN3)cc2)c(Cl)c1	.	.	.	.	.	-2.9	1160	.	.	-11	791	i	51	-3.6	1140	.
CC(C)(C)NC(=O)C(c1c[nH]c2ccccc12)N(C(=O)Cn1nnc(-c2ccc(F)cc2)n1)c1cccc(O)c1 (stereo not given)	i	-13	3.8	2.9	3.6	-0.41	1373	8%	0.9	-2	531	i	43	1.2	1094	19%
O=C(CSc1nc2ccc(Cl)cc2o1)NCc1ccc2c(c1)OCO2	i	-12	2.7	1.8	8.7	4*	915*	-6%	1.1	-37	712	i	42	.	.	-1%
COc1ccc(N2CCN(C(=O)c3cccc(N4C(=O)C5CC=CC(C)C5C4=O)c3)CC2)cc1 (stereo not given)	i	14	2.9	1.5	8.6	.	.	15%	1	-16	729	i	46	5.5	1203	-15%
CCn1c(SCC(=O)Nc2ccc3c(c2)c2ccccc2n3CC)nnc1-c1ccco1	i	-1	3.3	2.3	9.9	-0.07	1784	22%	1.1	-1	676	i	37	-0.1	1071	24%
CCCN1C2CCCC1CC(NC(=O)Nc1ccc(C(C)C)cc1)C2 (stereo not given)	i	-6	2.9	2.2	5.2	.	.	2%	1.3	5	755	i	58	10	420	4%
COc1ccc(-c2cccc(C(=O)Nc3ccccc3C)c2)cc1	i	-6	4.2	2.8	9.9	0.81	1518	2%	1.1	13	667	i	46	0.6	1058	12%
O=C(NCCc1cccc(Cl)c1)c1cccs1	i	23	4.0	2.1	0.3	1.4	1610	-5%	1.1	-30	624	i	32	0.8	929	-3%
Cc1cc(C)c([N+](=O)[O-])cc1-c1ccc(/C=N/c2c(-c3ccco3)nc3ccccn23)o1	i	7	5.2	1.4	6.9	0.19	1696	36%	0.7	.	.	i	11	0.5	1330	17%
Cc1ccc2c(c1)c1nc3ccccc3nc1n2CCN1CCOCC1	i	4	2.8	1.4	8.3	-0.11	1861	8%	1	-2	677	i	38	-1.4	1044	14%
CNC(=O)c1[nH]cnc1C(=O)Nc1ccc(C)cc1	i	-9	3.4	1.4	5.5	.	.	8%	1.1	-6	772	i	36	.	.	6%
COCc1cc(Sc2ccc(Cl)cc2Cl)nc(-c2ccccc2)n1	i	5	1.5	1.7	6.3	0.51	1475	3%	1.1	.	.	i	41	-1.0	1397	12%
O=C(NN1C(=O)C2C(C1=O)C1C=CC2C12CC2)c1cccc(Cl)c1 (stereo not given)	i	-15	2.0	1.6	9.4	-0.4	1557	4%	1.1	-2	746	i	54	-0.4	1093	8%
Cc1ccc(CS(=O)(=O)Cc2ccc(C(=O)NCCCN3CCOCC3)o2)cc1	i	7	3.0	1.8	3.6	0.14	1630	10%	1	.	.	i	41	-1.1	1392	0%
COc1cccc(/C=N/Nc2ncnc(Cl)c2N)c1O	i	34	2.9	2.0	12	?	.	-8%	2.7	27	672	i	45	-0.8	699	-4%
COc1cc(S(=O)(=O)N2CCOCC2)ccc1NC(=O)COC(=O)c1ccccn1	i	-5	2.8	1.3	10	-0.2	1262	2%	1.1	-2	742	i	54	1.0	1220	9%
Cc1ccc([N+](=O)[O-])c(C(=O)Nc2cccnc2Cl)c1	i	-4	2.3	2.8	9.1	1.2	1399	2%	1	-3	641	i	51	-2.5	1086	-2%
CCOC(=O)N1CCN(c2cc(=O)n(-c3ccccc3Cl)c(=O)[nH]2)CC1	.	.	1.7	2.5	9.6	-0.67	1838	9%	1	13	602	i	52	0.2	1124	6%
CC(=O)Nc1cccc(-c2nnc(SCC(=O)n3c4c(c5ccccc53)CCCC4)n2C)c1	i	0	0.9	1.1	5.7	-0.02	903	-6%	1	-5	726	i	8	-1.2	1130	5%
COC(=O)c1c(-c2cccc(C)c2)csc1N	i	3	3.7	1.4	5.7	-0.39	1229	18%	1.2	-2	790	i	17	4.6	1097	26%
O=C1CC(c2ccccc2)CC(O)=C1C=NCc1ccc(Cl)c(Cl)c1 (stereo not given)	i	-15	2.4	1.8	5.5	0.25	1656	-4%	1.1	.	.	i	21	-2.4	1422	0%
Cc1ccc(Cn2ccc(NC(=O)c3cc(C4CC4)on3)n2)cc1	.	.	.	.	.	0.29	1136	.	.	-14	774	i	37	-0.1	1383	.
Cc1ccc2cccc(NC(=O)c3ccc(Br)o3)c2n1	i	5	2.4	1.9	7.2	.	.	0%	1.1	.	.	i	15	-3.6	868	-5%
CCn1c2ccccc2c2cc(NC(=O)c3cc(C)on3)ccc21	i	5	20*	33*	23*	-0.69	1115	8%	1.1	9	711	i	41	-0.7	1092	0%
O=c1cc(-c2ccccc2)[nH]c2cc(Cl)ccc12	i	43	4.5	45	36	1.7	615	-6%	1	?	.	i	19	.	.	2%
S=C(NC1CCCC1)N1CCOCC1	i	3	2.4	2.2	9.4	0.02	1672	-1%	1.1	-1	569	i	56	-1.5	1086	2%
N#Cc1ccccc1Cn1c(=O)n(CCCC(=O)NCc2ccc3c(c2)OCO3)c(=O)c2ccccc21	i	3	2.7	2.8	8.6	0.14	1286	6%	1.1	2	811	i	50	1.7	493	9%
O=C(O)c1ccc(-n2[nH]c3c(c2=O)CCCC3)cc1	i	2	4.6	1.7	2.9	0.17	1485	-10%	1	15	683	i	63	0.8	925	-30%
O=C(Nc1ccc2c(c1)OCO2)c1cnn2c1NC(c1ccco1)CC2C(F)(F)F (stereo not given)	i	-4	5.5	5.3	3.1	.	.	11%	1.1	.	.	i	35	0.8	1183	8%
CC1CCCN(CCOc2ccc(Br)cc2)C1 (stereo not given)	i	-8	1.5	1.6	11	-0.2	1350	-16%	1.1	1	700	i	4	-6.5	576	-9%

# Single records, from the list above. Order of values: Autophagy mod, Autophagy mod cell loss 18 h, MT stabilize HCS, MT stabilize HCS Hoechst-high %, MT stabilize HCS cytotoxicity %, Insulin prom up, Insulin prom up cell count, PMI inhibition, TNAP activators, Lipid droplet, Lipid droplet cells 6.5 µM, T cell HTS, T cell HTS vesicle-bound %, b-catenin transl, b-catenin transl cell count 5 µM, human PMI inhibition
# `COc1ccc(-c2cccc(C(=O)Nc3ccccc3C)c2)cc1` as listed: i, -6, 4.2, 2.8, 9.9, 0.81, 1518, 2%, 1.1, 13, 667, i, 46, 0.6, 1058, 12%
# `CCn1c2ccccc2c2cc(NC(=O)c3cc(C)on3)ccc21` as listed: i, 5, 20*, 33*, 23*, -0.69, 1115, 8%, 1.1, 9, 711, i, 41, -0.7, 1092, 0%

# Continued:
structure	Autophagy mod	Autophagy mod cell loss 18 h	MT stabilize HCS	MT stabilize HCS Hoechst-high %	MT stabilize HCS cytotoxicity %	Insulin prom up	Insulin prom up cell count	PMI inhibition	TNAP activators	Lipid droplet	Lipid droplet cells 6.5 µM	T cell HTS	T cell HTS vesicle-bound %	b-catenin transl	b-catenin transl cell count 5 µM	human PMI inhibition
COc1ccc(OC)c(NC(=O)COC(=O)CN(C)S(=O)(=O)c2ccc(C)cc2)c1	i	-3	4.1	3.5	7.3	0.15	1474	-1%	1.1	-2	594	i	15	-0.1	994	-2%
Cc1cc(-c2ccccc2)n2nc(N)nc2n1	.	.	.	.	.	0.09	1178	.	.	16	620	i	58	-0.1	1288	.
Cc1ccc(-c2nnn(CC(=O)N(Cc3cccs3)C(C(=O)NC3CCCCC3)c3ccco3)n2)o1 (stereo not given)	i	1	1.8	1.3	12	0.25	816	4%	1.2	-4	700	i	40	6.7	1111	11%
CC1(C(=O)Nc2nnc(C(C)(C)C)s2)Cc2ccccc2C(=O)O1 (stereo not given)	i	-1	1.8	1.6	7.9	.	.	-13%	1.1	.	.	i	30	.	.	-3%
Cc1oc(S(=O)(=O)N2CCCCC2)cc1NC(=O)Nc1ccccc1	.	.	.	.	.	1.2	942	.	.	11	695	i	13	0.2	1263	.
CCOc1ccc(NC(=O)c2ccc(NC(=O)CSc3nc4ccccc4c(=O)[nH]3)cc2)cc1	i	8	4.0	2.8	5.9	-0.34	1309	-11%	1.1	2	683	i	53	-1.2	1131	-9%
N#Cc1c(-c2ccco2)nc(SCC(=O)Nc2ccc(S(N)(=O)=O)cc2)[nH]c1=O	i	-8	2.1	1.5	4.2	-0.47	849	-11%	0.9	-4	784	i	37	.	.	-5%
CCOC(=O)Cc1csc(NC(=O)CS(=O)(=O)Cc2ccccc2)n1	i	-5	2.5	1.8	6.1	.	.	2%	1.1	15	720	i	17	.	.	6%
Cc1ncc([N+](=O)[O-])n1CCOC(=O)C12CC3CC(CC(C3)C1)C2	i	21	2.0	1.1	3.7	0.46	1709	2%	1	6	665	i	1	-0.1	1013	6%
CCOc1ccc2nc(NC(=O)c3ccccn3)sc2c1	.	.	.	.	.	-1.4	805	.	.	0	620	i	41	-0.3	1350	.
CC1CCN(C(=O)COc2cccc3c2CCN(Cc2ccccc2)C3=O)CC1	i	-1	4.4	3.3	3.8	0.52	1090	8%	1	1	703	i	57	-0.9	1097	3%
COC(=O)CCN(C(=O)c1ccc(OC(C)=O)cc1)c1ccccn1	i	4	2.9	0.8	3.8	0.32	1490	5%	1.1	.	.	i	53	-2.0	1037	4%
CCCC1c2ccc(C)n2CCN1C(=O)Nc1ccc(F)cc1 (stereo not given)	i	9	4.7	3.4	4.3	-0.64	880	23%	1.1	.	.	i	53	1.7	1441	2%
CCn1c(CC(=O)Nc2cccc(OC)c2)nnc1SCC(=O)N1CCN(c2ccccc2)CC1	i	18	2.1	1.9	5.8	0.49	1199	-36%	1.1	2	777	i	5	0.7	990	-17%

# Screening data deposited in PubChem BioAssay by several laboratories.
